Screening data (PubChem)
GSK3A inh: inhibitors of human GSK-3 alpha kinase. ADP-Glo luminescence, 60 min. inhibition, % at 10 µM. hit rate 0.1% among 320,000. AID 2650;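 in the data active = inhibition above about 50%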;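 note: GST-tagged GSK-3 alpha with peptide substrate and 25 µM ATP; 0% = DMSO neutral wells and 100% = GW8510 positive control wells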
Target sequence (P49840 whole entry, looked up): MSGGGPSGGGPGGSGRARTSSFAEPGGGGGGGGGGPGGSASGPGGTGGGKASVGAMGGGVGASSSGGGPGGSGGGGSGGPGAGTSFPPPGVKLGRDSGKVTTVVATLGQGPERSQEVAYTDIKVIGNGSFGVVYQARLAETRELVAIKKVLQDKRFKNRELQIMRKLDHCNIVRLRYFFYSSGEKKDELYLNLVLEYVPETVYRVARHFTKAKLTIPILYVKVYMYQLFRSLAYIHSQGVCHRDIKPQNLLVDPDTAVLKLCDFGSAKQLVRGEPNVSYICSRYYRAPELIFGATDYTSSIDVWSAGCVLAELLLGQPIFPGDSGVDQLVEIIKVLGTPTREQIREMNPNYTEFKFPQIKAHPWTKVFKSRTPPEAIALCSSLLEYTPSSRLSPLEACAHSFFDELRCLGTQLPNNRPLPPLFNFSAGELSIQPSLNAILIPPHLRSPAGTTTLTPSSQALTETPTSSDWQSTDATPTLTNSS
hERG protect: hERG (human) protection from proarrhythmic block | activation (rescue from dofetilide block), less the hit threshold, % at 10 µM | AID 1511 | hit rate 0.51% among 310,000 | CHO-hERG, FluxOR thallium flux, dofetilide IC70 present;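 active = activation above the mean of controls blocked by dofetilide plus 5 SD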;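 note: thallium influx through hERG after potassium depolarization seen as dye fluorescence rise; in these data hits start at about 4.7%; inactives centre near -7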
KCNK9 inh: human KCNK9 channel inhibition. AID 488922. HEK293 KCNK9, FluxOR thallium flux fluorescence; active compounds read low. hit rate 1.2% among 310,000. B-score at 10 µM. Q9NPC2;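 active = ratio B-score over 3 SD below the library mean, with starting fluorescence within 5 SD of its mean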;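 note: negative B-score means less thallium flux so channel inhibition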
Target sequence (Q9NPC2 whole entry, looked up): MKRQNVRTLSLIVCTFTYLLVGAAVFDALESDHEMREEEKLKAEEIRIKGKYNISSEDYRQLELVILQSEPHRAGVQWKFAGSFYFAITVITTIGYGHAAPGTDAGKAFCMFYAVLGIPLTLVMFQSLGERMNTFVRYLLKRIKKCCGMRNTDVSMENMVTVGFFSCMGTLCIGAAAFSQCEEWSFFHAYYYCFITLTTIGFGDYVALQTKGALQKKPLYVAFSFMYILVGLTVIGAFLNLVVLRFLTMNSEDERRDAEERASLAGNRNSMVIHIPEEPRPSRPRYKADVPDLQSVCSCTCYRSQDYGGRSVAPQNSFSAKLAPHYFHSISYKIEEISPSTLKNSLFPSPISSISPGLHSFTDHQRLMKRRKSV
KCNQ1 block: human KCNQ1 channel inhibition; P51787; CHO-K1 KCNQ1, FluxOR thallium flux fluorescence; active compounds read high; B-score at 10 µM; hit rate 1.3% among 310,000;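 active = compounds whose thallium flux B-score, printed positive for inhibition, exceeds three library SD while starting fluorescence stays within three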;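 note: channel opened by potassium depolarization with thallium stimulus after 20 min compound exposure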
GSK3beta inhib: human GSK3beta kinase inhibition. activity score (negative = inhibition), % at 10 µM. hit rate 0.038% among 300,000. GST-GSK3beta kinase, ADP-Glo luminescence, 60 min; active compounds read low. P49841;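 active = more than half of replicate wells score below -50%, meaning over 50% inhibition versus plate controls; inconclusive = some replicates but at most half score below -50%; inactive = no replicate scores below -50%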;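 note: 0% = median DMSO wells and -100% = median GW8510 positive control wells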
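Test system – GST-tagged human GSK3beta kinase, cell-free · Incubation – 60 min enzyme reaction, room temperature · Signal – ADP-Glo luminescence · Also added – peptide substrate and ATP at 25 µM · Controls – DMSO neutral wells and GW8510 at 20 µM as positive · Buffer or medium – Tris/MgCl2 kinase buffer · Measure – Luminescence-derived activity versus plate DMSO and GW8510 wells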
DYRK1A inh: inhibitors of rat Dyrk1A kinase. Q63470. ADP-Glo luminescence, NFATc1 peptide. inhibition, % at 12.5 µM. hit rate 0.43% among 310,000. AID 504441; in the data active = inhibition above about 50%;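 note: plate controls were vehicle with enzyme for no effect and no enzyme for full effect; many of its hits are not listed in these tables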
RGS4 act: potentiators or activators of RGS4 | AID 463111 | HEK293 M3R/inducible RGS4, carbachol calcium flux Fluo4; active compounds read low | hit rate 0.92% among 310,000 | B-score at 10 µM;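 active = B-score of the integrated calcium signal more than 4 SD below the library mean, with starting fluorescence not abnormally high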;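 note: negative B-score means reduced calcium response which marks RGS4 activation or potentiation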
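test system = M3R-expressing HEK293 line, RGS4 induced by doxycycline | probe or stimulus = carbachol at ECmax as muscarinic agonist stimulus | timing = dye loading 30 min 37 °C, buffer rest 30 min RT | signal = calcium dye Fluo4 fluorescence | evaluation = B score from integrated fluorescence ratio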
PolyA inhibitor: inhibitors of polyadenylation in S. cerevisiae; AID 1875; calls only at 12 µM; S. cerevisiae SKY197-pL101 polyadenylation reporter, beta-gal luminescence; efflux-impaired pdr1/pdr3 knockout yeast; score 100 = 6 SD above DMSO; hit rate 0.02% among 300,000;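 active = lowest replicate activity score at least 50, where 100 means six control SD above control mean; inconclusive = lowest score under 50 but half or more replicates reach 50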;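 note: yeast exposed to compound for 9 h at 30 °C; higher score means more reporter readthrough which indicates perturbed polyadenylation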
KCNQ1 pot: human KCNQ1 channel potentiation or activation; P51787; CHO-K1 KCNQ1, thallium flux FluxOR fluorescence; active compounds read high; B-score at 10 µM; hit rate 0.35% among 310,000; AID 2648;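 active = fluorescence ratio B-score, a plate-corrected score, at least three library SD, with initial intensity B-score within 5 SD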
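System: Stable KCNQ1 CHO-K1 line | Incubation: 90 min dye loading and 20 min compound exposure, both at room temperature | Measure: Ratio B score | Medium: Assay buffer for compound exposure, DMSO matched across wells | Compound dosing: Single-concentration screen | Probe or stimulus: K+/Tl+ depolarizing stimulus | Measured by: Kinetic FluxOR fluorescence, 10 s baseline plus 110 s post-stimulus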
HDAC3 inh: human HDAC3 inhibition. O15379. recombinant HDAC3, fluorogenic peptide/trypsin coupled, fluorescence. inhibition, % at 8.3 µM. hit rate 0.15% among 320,000; in the data active = inhibition above about 26%, passing the limit was not always enough; inconclusive = no clear call, values can overlap the other calls
KCNK3 inh: human KCNK3 channel inhibition, primary screen; CHO-KCNK3 thallium flux, FluxOR fluorescence; active compounds read low; B-score at 10 µM; hit rate 0.84% among 340,000;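 active = B-score under library mean minus 4 SD, starting fluorescence ratio at most library mean plus 5 SD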;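 note: more negative B-score means stronger inhibition of thallium flux through KCNK3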
* marks the source's active call; other numbers are inactive results; i = inactive; ? = inconclusive; nt = not tested or not shown; & = joins results of further samples. A portion of the library, so the mix of outcomes need not match the whole.

Compound	GSK3A inh	hERG protect	KCNK9 inh	KCNQ1 block	GSK3beta inhib	DYRK1A inh	RGS4 act	PolyA inhibitor	KCNQ1 pot	HDAC3 inh	KCNK3 inh
COc1cc(/C=C2\SC(=Nc3ccc(Cl)c(C(=O)O)c3)NC2=O)c(Br)c(Br)c1O	22	-10	i	i	-15	65*	i	i	i	6	i
Fc1ccc2nc3n(c2c1F)CCCCCC3	0	-12	i	i	-2	0	i	i	i	-1	i
CCCn1c(=O)c2[nH]cnc2n(-c2ccccc2C)c1=O	-1	1	i	i	-2	2	i	i	i	8	i
Cc1cccc(NC(=O)C2CCCN(C(=O)NCc3ccccc3)C2)c1C (centres undefined)	0	-3	i	i	2	-8	i	i	i	-5	i
CC(C)NC(=O)C(=O)NC1CCCCCC1	0	-12	i	i	1	-3	i	i	i	4	i
Cc1ccc(-c2nn(-c3ccccc3)cc2C(=O)O)o1	0	-8	i	i	0	nt	i	i	i	-6	nt
CCOC(=O)C(C(=O)N(C)Cc1ccccc1)C1CCCCC1 (centres undefined)	3	-6	i	i	3	nt	i	i	i	3	i
CCOP1(=O)C=C(C(C)(C)C)OC1c1ccc(F)cc1 (centres undefined)	-1	-5	i	i	-1	10	i	i	i	1	i
Cc1ccc(NC(NC(=O)c2ccccn2)C(Cl)(Cl)Cl)cc1 (centres undefined)	2	-6	i	i	1	nt	i	i	i	4	i
NC(=O)C1(N2CCCCC2)CCN(Cc2ccccc2Cl)CC1	0	-3	i	i	1	-4	i	i	i	-4	i
CCCn1c(SCC(=O)NC2CCCC2)nc2c1c(=O)n(C)c(=O)n2C	0	-11	i	i	2	14	i	i	i	-4	i
COc1ccc(N2CCN(C(=O)c3cc(=O)c4cc(C)cc(C)c4o3)CC2)cc1	-1	-1	i	i	-2	-2	i	i	i	3	i
COc1ccc(CCNC(=O)CN(c2ccccc2)S(C)(=O)=O)cc1OC	-2	-16	i	i	2	-4	i	i	i	-1	i
NC(=O)C1=C[C@@H](C2CCCCC2)C[C@@H](OCc2ccc(CO)cc2)O1	-1	-10	i	i	3	5	i	i	i	2	i
COc1ccccc1CCNC(=O)C1CCC(=O)N(Cc2cccc(F)c2)C1 (centres undefined)	nt	-11	i	i	4	nt	i	i	i	nt	i
COc1cc(Cl)c(C)cc1NC(=O)COC(=O)C(NS(=O)(=O)c1ccc(Cl)cc1)C(C)O (centres undefined)	-1	-5	i	i	1	8	i	i	i	4	i
COc1cccc(Nc2nc3ccccc3nc2NS(=O)(=O)c2ccc(NC(C)=O)cc2)c1	-1	-14	i	i	-5	-5	i	i	i	-2	i
O=C(Nc1cc(Cl)ccc1N1CCCC1)C1=NN(c2ccccc2)C(=O)CC1	-2	-4	i	i	nt	2	i	i	i	5	i
CN(C)c1nc(SCC#N)nc(N2CCOCC2)n1	-2	-5	i	i	-5	-2	i	i	i	-3	i
CN(CC(=O)Nc1ccccc1Oc1ccccc1)Cc1ccccc1F	-2	-20	-13*	i	-2	-5	i	i	i	-1	i
O/N=C(/c1ccc(Cl)cc1)C1CC1c1ccccc1 (centres undefined)	-1	-7	i	i	0	10	i	i	i	2	i
O=C(O)CCn1c(=O)c2ccccc2c2ccccc2c1=O	-1	-7	i	i	0	3	i	i	i	-2	i
C/C=C/c1c(F)c(F)c(Oc2ccc(C(=O)O)cc2)c(F)c1F	nt	-10	i	i	2	1	i	i	i	nt	i
CN1CCN(c2ccc(NC(=O)COc3ccccc3Cl)cc2)CC1	0	-8	i	i	1	0	i	i	i	-2	i
Cc1oc(-c2ccccc2F)nc1CSCC(=O)NCc1ccc2c(c1)OCO2	-1	-14	i	i	2	4	i	i	i	-2	i
O=C(N1CCOCC1)N1CCN(S(=O)(=O)N2CCCCC2)CC1	-2	-6	i	i	1	-3	i	i	i	3	i
Cc1ccc(S(=O)(=O)N2CCCC2C(=O)N2CCCCCC2)cc1 (centres undefined)	1	-4	i	i	-1	6	i	i	i	-2	i
CC(C)N(C(=O)Cn1cc(S(=O)(=O)CC(=O)N2CCOCC2)c2ccccc21)C(C)C	1	-7	i	i	0	-1	i	i	i	nt	i
O=C1NC2=C(CCc3ccccc32)C(c2ccccc2)N1 (centres undefined)	17	-6	i	i	-4	23	i	i	i	-9	i
CSC(=NCCCN1CCOCC1)NS(=O)(=O)c1cccs1	nt	-5	i	i	3	2&-7	i	i	i	-2	i
OC(CNCCc1ccc(Cl)cc1)COc1cc(Cl)ccc1Cl (centres undefined)	-2	-17	i	9*	-9	2	i	i	i	nt	i
COc1ccc(COC(=O)c2c(C)nn(-c3ccccc3)c2Cl)cc1	0	-4	i	i	-15	-2	i	i	i	0	i
CC(C)CC1NC(=O)N(CC(=O)N2CCN(S(=O)(=O)c3ccc(Cl)cc3)CC2)C1=O (centres undefined)	3	-5	i	i	-1	4	i	i	i	-2	i
COc1ccc(C(=O)OCC(=O)NC(C)CCc2ccccc2)cc1 (centres undefined)	2	-5	i	i	-1	-3	i	nt	i	-5	i
Cc1ccc(C(=O)N2CCCC(N(C)Cc3ccccc3)C2)s1 (centres undefined)	nt	-5	i	i	11	-5	i	i	i	-4	i
CCOC(=O)n1c(=O)oc2ccc(Cl)cc21	2	-9	i	i	1	2	i	i	i	5	i
CC[C@@H](C)C(NC(=O)OC(C)(C)C)c1cn([C@@H](CCC(=O)OC(C)(C)C)C(=O)N2CCN(C(=O)OC(C)(C)C)CC2)nn1 (some centres undefined)	-2	-5	i	i	1	-3	i	i	i	6	i
Cc1cccc(NS(=O)(=O)c2cccc(C(=O)Nc3cccc(C(=O)O)c3)c2)c1	-4	-8	i	i	nt	3	i	i	i	12	i
Nc1ccccc1SC1CC(=O)N(c2ccc(Cl)c(Cl)c2)C1=O (centres undefined)	-1	-16	i	i	-1	3	i	i	i	3	i
Nc1nnnn1/N=C/c1ccccc1OCc1ccc(Cl)cc1	-6	-21	i	i	-2	-5	i	i	i	-13	i
CC(=O)Nc1ccc(NC(=O)CSCc2cnn(-c3ccccc3)c2-n2cccc2)cc1	-1	-18	i	i	0	-2	i	i	i	-3	i
Cc1cc(Nc2ccc(F)cc2)nc(N)n1	nt	-10	i	i	-2	12	i	i	i	-2	i
Cc1nc2c(cnn2-c2ccccc2Cl)c(=O)n1-c1ccc(N2CCC(C)CC2)cc1	nt	-18	i	i	3	0	i	i	i	-6	i
CC(=O)NCC1CCCN(C(=O)c2oc3c(F)cccc3c2C)C1 (centres undefined)	-3	-4	i	i	5	-2	i	i	i	3	i
Nc1nonc1-n1nnc(C(=O)N/N=C/c2cccc(Cl)c2)c1CSc1ccccc1	3	-4	i	i	-1	nt	i	i	i	nt	i
O=C(N/N=C1\C(=O)c2cccc3cccc1c23)c1ccc(O)cc1	-1	-6	i	i	0	nt	i	i	i	6	i
COc1cccc(CSc2ccc(S(=O)(=O)N3CCOCC3)cc2C(=O)NCC2CCCO2)c1OC (centres undefined)	1	-10	i	i	7	8	i	i	i	2	i
CCOc1cccc(CN2CCC(CCC(=O)NC3CC3)CC2)c1O	0	-16	i	i	-4	9	i	i	i	-2	i
O=C(CSc1ccc(-c2ccccn2)nn1)c1ccccc1	-3	-14	i	i	0	-3	i	i	i	2	i
Cc1ccc(C2CC(c3cccs3)=NN2S(=O)(=O)c2ccc(C)cc2)cc1 (centres undefined)	-6	-8	i	i	3	nt	i	i	i	7	i

Additional records.
Compound	GSK3A inh	hERG protect	KCNK9 inh	KCNQ1 block	GSK3beta inhib	DYRK1A inh	RGS4 act	PolyA inhibitor	KCNQ1 pot	HDAC3 inh	KCNK3 inh
CCCCCC(=O)N/N=C/c1ccc([N+](=O)[O-])o1	0	-8	i	i	nt	2	i	i	i	3	i
CCS(=O)(=O)Nc1ccc(Cc2ccc(NS(=O)(=O)CC)cc2)cc1	-1	-7	i	i	-4	3	i	i	i	-2	i
CC1CCCN(S(=O)(=O)c2ccc(NC(=O)C3CCN(C(=O)c4ccco4)CC3)cc2)C1 (centres undefined)	0	-5	i	i	4	-5	i	i	i	2	i
C1CC2CN(c3nc4nonc4nc3N3CCSCC3)CCN2C1 (centres undefined)	-2	-10	i	i	-1	-4	i	i	i	4	i
COc1ccc(NC(=O)c2ccc(COCC(F)(F)C(F)F)cc2)cc1OC	-1	-2	i	i	2	-7	i	i	i	?	i
COc1cc2c(cc1OC)C(SC)=NC(C)(C)C2	1	-5	i	i	1	-1	i	i	i	1	i
CCN1CCCC1CN(Cc1cc2ccc(C)cc2[nH]c1=O)C(=S)Nc1cccc(OC)c1 (centres undefined)	-1	-11	i	i	0	16	i	i	i	3	i
CC[N+](CC)(CC)C/C(N)=N/O	-3	-4	i	i	3	14	i	i	i	0	i
COc1ccc(Cc2nc(-c3cccs3)no2)cc1OC	-2	-5	i	i	2	12	i	i	i	-1	i
O=C(CC1S/C(=N\S(=O)(=O)c2ccc(F)cc2)N(c2ccccc2)C1=O)Nc1ccccc1 (centres undefined)	-3	-12	i	i	-3	-8	i	i	i	-6	i
COC(CNC(=O)C(C)n1nc(C)c2ccccc21)OC (centres undefined)	-3	-7	i	i	4	-8	i	nt	i	-8	i
Oc1c(Cl)cc(Cl)cc1C(C#Cc1ccccc1)N1CCOCC1 (centres undefined)	-2	-11	-7.1*	i	-2	-4	i	i	i	0	i
CC(=O)OCC1OC(n2ccc(=O)[nH]c2=O)C(O)C1O (centres undefined)	2	-11	i	i	1	0	i	i	i	3	i

Reformatted: results already given.
O=C(O)CCn1c(=O)c2ccccc2c2ccccc2c1=O
  GSK3A inh = -1
  hERG protect = -7
  KCNK9 inh = i
  KCNQ1 block = i
  GSK3beta inhib = 0
  DYRK1A inh = 3
  RGS4 act = i
  PolyA inhibitor = i
  KCNQ1 pot = i
  HDAC3 inh = -2
  KCNK3 inh = i
COc1ccc(CCNC(=O)CN(c2ccccc2)S(C)(=O)=O)cc1OC
  GSK3A inh = -2
  hERG protect = -16
  KCNK9 inh = i
  KCNQ1 block = i
  GSK3beta inhib = 2
  DYRK1A inh = -4
  RGS4 act = i
  PolyA inhibitor = i
  KCNQ1 pot = i
  HDAC3 inh = -1
  KCNK3 inh = i
